# All columns: NCI-60 one-dose screen, growth in % after 48 h at 10 µM unless noted; 100 = growth as untreated, 0 = no growth, -100 = all killed.
# SF-295 – SF-295 CNS cancer cells; actives 5.6% (n = 79,000)
# HCT-116 – HCT-116 colon cancer | actives 7.3% (n = 82,000)
# SNB-19 – SNB-19 CNS cancer cells. actives 2.5% (n = 81,000)
# KM12 – KM12 colon cancer cells; actives 5% (n = 82,000)
# SNB-75 – SNB-75 CNS cancer. AID 1794750. actives 5% (n = 79,000)
# HCT-15 – HCT-15 colon cancer. actives 5.2% (n = 82,000). AID 1794746
# HCC-2998 – HCC-2998 colon cancer | actives 4.7% (n = 79,000) | AID 1794799
# SW-620 – SW-620 colon cancer; actives 5.2% (n = 82,000); AID 1794795
# SF-539 – SF-539 CNS cancer; actives 6.8% (n = 81,000)
# Numbers without * were called inactive; x = not tested or not shown. How the source made its calls: active means growth percent below 10; inactive means the rest.
Molecule,SNB-19,KM12,HCC-2998,HCT-116,HCT-15,SF-295,SF-539,SW-620,SNB-75
CCOC(=O)C1=C(C)N=c2s/c(=C\c3ccccc3O)c(=O)n2C1c1ccc(OC)c2ccccc12 (stereo not given),58,8.9*,-87*,12,1.8*,-83*,-84*,-78*,-44*
COc1ccc(-c2nc3cc(Cl)c(Cl)cc3n2CC(=O)N=Nc2c(O)[nH]c3ccc(Cl)cc23)cc1,36,59,30,7.7*,5.0*,4.6*,36,32,58
CSc1nc2nc(-c3cc4ccccc4[nH]c3=O)[nH]c2c(=O)[nH]1,91,92,104,106,100,121,93,102,87
Cn1c(=O)c2c(nc(Nc3cc(=O)[nH]c(=O)[nH]3)n2CC(=O)Nc2ccc(S(N)(=O)=O)cc2)n(C)c1=O,94,99,99,108,100,104,94,100,96
CSc1c(-c2nc3ccccc3s2)c(N)nc2c(C(N)=O)c(Nc3ccccc3)nn12,106,50,107,103,89,105,98,101,115
O=c1cc[nH]c2c([N+](=O)[O-])ccc(NCCCN3CCN(CCCNc4ccc([N+](=O)[O-])c5[nH]ccc(=O)c45)CC3)c12,90,101,101,82,107,104,93,94,95
COc1cc2c(=O)ccn(-c3ccc([N+](=O)[O-])cc3)c2cc1OC,105,105,119,101,102,103,99,101,101
CCOC(=O)C1CC(C(=O)OCC)C(=O)C1=O (stereo not given),106,110,96,93,101,98,95,112,90
Cc1nnc(/N=C2\NC(=O)/C(=C/c3ccc(Cl)c(Cl)c3)S2)s1,99,100,100,96,109,101,98,106,88
Cc1ccc(-c2nn(CC(=O)N3CCOCC3)c(N)c2C#N)cc1,97,108,102,101,105,102,99,104,89
COC(=O)[C@@H](OC(=O)NS(=O)(=O)N(c1ccc(F)cc1)C1CCN(C(=O)OC(C)(C)C)CC1)C(C)C,97,98,101,86,100,92,103,101,96
O=C(Nc1ccc(O)cc1)OCc1ccccc1,93,95,x,84,94,107,81,98,81
Cn1cc(-c2c(-c3c[nH]c4ccccc34)[nH][nH]c2=O)c2ccccc21,104,103,108,96,100,102,98,102,52
CC12CCC(C(S(=O)(=O)Nc3ccccc3)C1=O)C2(C)C (stereo not given),93,96,99,94,94,119,100,104,92
Fc1ccc(/C=N/Nc2ncnc3sc4c(c23)CCN(Cc2ccccc2)C4)cc1,76,52,49,33,33,44,60,63,76
COc1ccc(C2CC(c3cccc(OCCCCOc4cccc(C5=NOC(c6ccc(OC)cc6)C5)c4)c3)=NO2)cc1 (stereo not given),92,76,101,-22*,77,101,111,33,101
CNC(=O)c1cc(-c2ccc(NC(=S)Nc3cc(C(F)(F)F)cc(C(F)(F)F)c3)cc2)nc2cccnc12,104,99,122,99,107,90,92,98,49
CC(C)(C)c1cc(CO)cc(C(C)(C)C)c1O,114,99,110,104,108,102,102,107,84
COc1ccc(/C=C/C(=O)c2ccc(-n3cc(CN4CCN(c5cc6c(cc5F)c(=O)c(C(=O)O)cn6C5CC5)CC4)nn3)cc2)cc1,68,43,44,-31*,81,95,51,33,58
S=c1sc2ccccc2n1CNc1ccccc1,104,105,127,100,112,109,115,105,88
O=[N+]([O-])c1cnc(N2CCN(CC3CC3)CC2)nc1N1CCN(CC2CC2)CC1,100,100,99,86,96,100,91,91,81
[2H]c1nc(=Nc2cc(NC(=O)C=C)c(N(C)CCN(C)C)cc2OC)[nH]c(-c2cn(C([2H])([2H])[2H])c3ccccc23)c1[2H],56,65,51,14,1.1*,85,40,21,67
CCN1C(=O)c2ccc3c4c(ccc(c24)C1=O)C(=O)N(CCCNCc1ccccc1OC)C3=O,-64*,-35*,-83*,-79*,-78*,-70*,-96*,-57*,-72*
NNc1nc2c(cnn2-c2ccccc2)c2nc(N)nn12,98,111,102,99,110,99,104,93,91
C=CC1(C)C(=O)C2C3C4OC(=O)NC41c1cccc4c1C2(C(=O)N4C)C3(C)C (stereo not given),105,112,111,106,105,101,105,103,96
CC(=O)N1Cc2ccccc2C(C)Cc2cc(F)ccc21 (stereo not given),108,107,115,103,106,113,113,103,97
CCN(CC)CCNCc1ccc(Cl)cc1,x,111,114,101,99,97,104,98,80
Cc1cc2c(cc1C)C(=O)OC2=O,99,100,111,102,102,101,112,106,87
COc1ccc(-c2n[nH]c(=O)c3nc(NC(=S)Nc4ccc(Cl)cc4)sc23)cc1,100,80,88,97,86,90,96,90,111
CCCCn1c(C(=O)c2c[nH]c3ccccc23)n[nH]c1=S,100,92,101,92,99,103,102,101,81
CCCNC(=O)Nc1ccc2cc3ccc(NC(=O)NCCC)cc3nc2c1,68,71,98,76,94,115,67,92,72
COc1ccc(-c2nnc(-c3cc(Cl)cc(Cl)c3Cl)o2)cc1,97,91,105,85,92,100,104,99,97
O=C(O)CCCC(=O)c1cccs1,106,107,114,104,108,97,98,109,95
N#Cc1c2c(nn(-c3ccccc3)c1=O)C(O)=C([N+](=O)[O-])C(c1ccccc1)C2 (stereo not given),84,36,101,59,55,99,83,81,91
CC(=O)n1c2c(c3ccccc31)CCCC2,101,103,104,105,115,94,105,111,106
Cc1[nH][nH]c2nc3nc(=S)sc3c(-c3ccc(F)cc3)c12,93,101,96,104,94,88,89,97,86
Cc1ccc(S(=O)(=O)N/N=C2\CC(C)(C)OC2(C)C)cc1,97,109,103,109,96,106,94,108,98
COc1ccc(C2=NN(C(C)=O)C(c3sc(Cl)nc3Cl)C2)cc1 (stereo not given),73,97,94,87,98,86,103,105,90
O=C(/C(=C/c1cccc([N+](=O)[O-])c1)c1ccccc1)c1ccccc1,77,18,x,8.2*,17,64,82,11,57
Oc1ccc(SCCCCCCSc2ccc(O)cc2)cc1,81,64,76,66,83,70,49,52,63

# Pulled by structure from the entries so far:
Molecule,SNB-19,KM12,HCC-2998,HCT-116,HCT-15,SF-295,SF-539,SW-620,SNB-75
C=CC1(C)C(=O)C2C3C4OC(=O)NC41c1cccc4c1C2(C(=O)N4C)C3(C)C (stereo not given),105,112,111,106,105,101,105,103,96
O=C(O)CCCC(=O)c1cccs1,106,107,114,104,108,97,98,109,95
COc1ccc(C2=NN(C(C)=O)C(c3sc(Cl)nc3Cl)C2)cc1 (stereo not given),73,97,94,87,98,86,103,105,90
CCN(CC)CCNCc1ccc(Cl)cc1,x,111,114,101,99,97,104,98,80

# (list continues)
Molecule,SNB-19,KM12,HCC-2998,HCT-116,HCT-15,SF-295,SF-539,SW-620,SNB-75
COc1ccc(Nn2c(SCC(=O)Nc3nccs3)nc(C)c2C)cc1,110,97,110,107,100,91,101,114,100
CCC(=O)c1c(CC)ccc2ccccc12,98,102,105,103,102,99,104,96,97
Fc1ccc(C2=NCc3nccn3C(=C(Cl)Cl)N2)cc1,98,107,106,102,99,103,96,97,81
O=C(C[n+]1ccn(CC(OCc2ccc(Cl)cc2Cl)c2ccc(Cl)cc2Cl)c1)c1ccc(F)cc1 (stereo not given),-96*,-89*,-95*,-97*,76,-90*,-92*,-90*,-99*
OCCN(CCO)Cc1cc(Br)ccc1O,113,101,99,113,108,95,98,107,92
O=[N+]([O-])c1cccc(S(=O)(=O)OCn2ncc3ccc([N+](=O)[O-])cc32)c1,101,100,102,103,105,94,104,102,89
CNS(=O)(=O)Oc1ccc(NC(=O)C23CC4CC(CC(C4)C2)C3)cc1,102,94,104,111,101,100,95,105,109
Nc1cc2c(cc1S(=O)(=O)O)C(=O)c1ccccc1C2=O,107,102,101,94,103,105,98,114,90
Cc1cc(O[C@@H]2O[C@@H](C)[C@H](O)[C@@H](O)[C@H]2O)c2c3c(c(O[C@@H]4O[C@@H](C)[C@H](O)[C@@H](O)[C@H]4O)cc2c1)C(=O)c1c(O)cccc1C3=O,94,87,91,81,88,79,92,93,52
N#Cc1c2c(nn(-c3cccc(Cl)c3)c1=O)C(O)=C([N+](=O)[O-])C(c1ccccc1Cl)C2 (stereo not given),92,98,113,87,68,97,105,98,100
CCOC(=O)C1=c2[nH]c(O)c(C(=O)OCC)c2=NC1=O,97,100,104,95,99,98,106,94,81
O=C(O)c1ccc2nc(-c3cc4ccccc4[nH]c3=O)[nH]c2c1,98,95,108,99,111,152,92,102,88
Nc1c(N=Nc2ccc(-c3ccc(N=Nc4cc(S(=O)(=O)O)c5ccccc5c4O)cc3)cc2)cc(S(=O)(=O)O)c2ccccc12,110,106,115,103,118,120,113,115,91
NCCC(=O)c1ccc(Cl)cc1,x,98,98,102,107,105,104,102,96
COc1ccc(CC(C)=C(c2ccc(OCCN3CCCCC3)cc2)c2ccc(OCCN3CCCCC3)cc2)cc1,97,92,105,80,80,103,99,91,91
C=CCSc1nnc(-c2ccc3nc(-c4cc(OC)c(OC)c(OC)c4)[nH]c3c2)o1,118,100,112,105,100,113,105,111,110
CC(C)c1[nH]nc2c(NCc3ccc(-c4ccccn4)cc3)nc(SCCN(C)C)nc12,14,8.5*,-16*,9.2*,6.5*,2.1*,-44*,9.8*,-56*
COc1cc(-c2cc(-c3nc4cc(Cl)c(Cl)cc4[nH]3)[nH]n2)cc(OC)c1OC,78,52,92,53,52,x,78,83,70
Fc1ccc(C2Nc3ccccc3-n3cccc32)cc1 (stereo not given),99,97,101,96,90,96,95,101,69
Cc1ccc(O)c(C(=O)c2cccc(Cl)c2)c1,103,107,104,96,105,97,94,101,86
NC1=NN(c2ccccc2)C2=NC(=O)NC(c3ccc(Cl)cc3Cl)C12 (stereo not given),90,101,109,97,102,90,96,100,84
O=C(O)CCC(=O)/C=C/c1ccc(O)c(O)c1,105,109,x,111,116,107,98,109,89
CN(C)CCCNS(=O)(=O)c1ccc(Cl)c([N+](=O)[O-])c1,105,107,101,96,99,104,x,125,93
Cc1ccc([N+](=O)[O-])cc1NC(=O)Nc1ccc(S(N)(=O)=O)cc1,99,106,90,101,96,93,101,101,75
O=[N+]([O-])c1ccc(N2c3nc4ccccc4cc3Sc3cc4ccccc4nc32)cc1,99,105,81,90,94,91,89,90,92
Cc1cc(C(=O)CC(=O)C(F)(F)C(F)(F)C(F)(F)F)c(C)o1,105,92,99,102,99,95,100,104,95
CC(O)CCC1C(C)CCC1(C)C(C)C (stereo not given),106,116,105,106,108,112,109,99,104
C[N+](C)(C)CC(=O)N/N=C/c1cccc([N+](=O)[O-])c1,111,109,105,121,103,107,102,110,109
CNc1nc2c(c(=O)n(C)c(=O)n2C)n1C,110,105,106,108,113,118,111,112,95
Cc1cc(C)cc(NC(=O)Nc2ccc3oc(=O)ccc3c2)c1,96,100,112,103,92,99,100,109,109
Nc1ccc(-c2nnc3n2N=CC(c2ccc(Cl)cc2)S3)cc1 (stereo not given),90,99,93,95,90,88,102,98,87
O=C(CSc1nc2ccccc2[nH]1)Nc1ccc(-c2nc3ccccc3s2)c(Cl)c1,65,x,95,-90*,x,3.6*,-89*,22,-29*
NC(=O)SCC(=O)Nc1ccc2ccccc2c1,86,114,x,86,81,106,103,102,152
O=C1c2ccccc2C(=O)c2c1ccc1[nH]c(-c3cccs3)nc21,100,70,99,71,90,120,78,91,99
CC1(c2ccccc2N)N=C(N)Nc2nc3ccccc3n21 (stereo not given),103,106,x,98,107,110,96,101,70
COc1nc2c(cc1S(=O)(=O)c1ccccc1)CCc1c-2cnn1C,x,109,103,83,92,87,112,102,89
Cc1ccc(S(=O)(=O)N(C)C2c3ccccc3Oc3ccccc32)cc1C,94,90,94,67,92,97,92,98,101
COc1c(C)cnc(CSc2nc(-c3ccc(C)cc3)cn2-c2ccc(Cl)cc2)c1C,94,105,106,80,98,110,105,100,99
C(=N\N1CCCCCC1)/c1ccc(OCc2ccccc2)cc1,105,106,98,88,61,101,102,104,107
Cc1cc(O)c(/C=N/C(=S)Nc2cc(Cl)ccc2Cl)c(=O)o1,102,101,109,98,102,110,96,96,76

# Five consecutive entries already listed:
Molecule,SNB-19,KM12,HCC-2998,HCT-116,HCT-15,SF-295,SF-539,SW-620,SNB-75
NC1=NN(c2ccccc2)C2=NC(=O)NC(c3ccc(Cl)cc3Cl)C12 (stereo not given),90,101,109,97,102,90,96,100,84
O=C(O)CCC(=O)/C=C/c1ccc(O)c(O)c1,105,109,x,111,116,107,98,109,89
CN(C)CCCNS(=O)(=O)c1ccc(Cl)c([N+](=O)[O-])c1,105,107,101,96,99,104,x,125,93
Cc1ccc([N+](=O)[O-])cc1NC(=O)Nc1ccc(S(N)(=O)=O)cc1,99,106,90,101,96,93,101,101,75
O=[N+]([O-])c1ccc(N2c3nc4ccccc4cc3Sc3cc4ccccc4nc32)cc1,99,105,81,90,94,91,89,90,92

# (cont.)
Molecule,SNB-19,KM12,HCC-2998,HCT-116,HCT-15,SF-295,SF-539,SW-620,SNB-75
NNC(=O)c1ccccc1N,114,105,112,99,110,110,112,103,88
CCOC(=O)C(C(=O)Nc1ccc2c(c1)OC(OCc1ccc(C(=N)N)cc1)C(=O)N2C)c1ccccc1 (stereo not given),99,103,117,100,101,101,110,94,90
Cc1nc(SCC(=O)Nc2nccs2)n(Nc2ccccc2)c1C,109,109,102,94,97,87,87,116,82
Cc1nc2ccccc2c(/C=C/c2ccccc2)c1C(N)=O,101,106,121,88,110,104,100,103,86
O=C1c2cc3c(cc2CCC1c1ccc2c(c1)OCO2)OCO3 (stereo not given),88,95,104,101,102,92,105,94,80
CCOC(=O)/C=C/c1nc(C(=O)OCC)c(C)c(=O)[nH]1,103,109,115,110,107,141,92,120,74
CC1(C)N=C(N)N=C(N)N1c1ccc(OCC(=O)N2CCOCC2)c(Cl)c1,62,50,97,19,103,45,49,33,92

# High-throughput results (PubChem BioAssay)

# Rows are unselected, and some 11% of all compounds hit somewhere here.
